High-throughput results (PubChem BioAssay)
MEKK2wt PB1 HTS: modulators of MEK5 binding to wildtype MEKK2, primary screen, biochemical, multiplex bead flow cytometry, Alexa488-MEK5; Mitogen-activated protein kinase kinase kinase 2 (Homo sapiens), Q9Y2U5; Alexa488-MEK5 binding to MEKK2 WT; actives lie on both sides; binding response (% of control), % at 10 µM; 1.1% of 290,000 active; in the data active means binding response below about 67% or above about 130%; inconclusive means no clear call, values can overlap the other calls; inactive means in between
OXTR agonist: human OXTR agonists, primary screen, fluorescence, CHO-OTR cells, Fluo-8 calcium. Oxytocin receptor (Homo sapiens), P30559. Fluo-8 calcium fluorescence; normalized: DMSO 0%, oxytocin 100%. activation, % at 3 µM. 0.32% of 320,000 active;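 active means activation above the mean of all tested compounds plus 3 SD, cutoff set per screening run, cut at about 20% in these data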;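 further: peak over basal fluorescence ratio from a 100 s FLIPR kinetic read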
GPR7 antagonist: GPR7 receptor antagonists, primary screen, cell-based, fluorescence, single concentration; Neuropeptides B/W receptor type 1 (Homo sapiens), P48145; GPR7-expressing cells, fluorescence antagonist assay; inhibition, % at 4.4 µM; 1.1% of 290,000 active; in the data active means inhibition above about 16%, passing the limit was not always enough;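 further: cells stimulated with the agonist NPW; 0% = agonist with vehicle and 100% = vehicle without agonist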
Target sequence (P48145 whole entry, looked up): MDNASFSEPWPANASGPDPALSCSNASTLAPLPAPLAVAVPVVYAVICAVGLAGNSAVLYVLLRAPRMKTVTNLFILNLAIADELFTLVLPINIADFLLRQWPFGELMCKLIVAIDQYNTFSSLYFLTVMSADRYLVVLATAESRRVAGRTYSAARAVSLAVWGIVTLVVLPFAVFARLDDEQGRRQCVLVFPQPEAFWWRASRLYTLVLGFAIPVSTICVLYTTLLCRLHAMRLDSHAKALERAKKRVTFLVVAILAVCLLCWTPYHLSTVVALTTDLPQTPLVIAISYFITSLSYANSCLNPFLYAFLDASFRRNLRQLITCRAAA
PHOSPHO1 block: PubChem AID 1565; recombinant PHOSPHO1, absorbance phosphatase assay; 1.1% of 290,000 active; inhibition, % at 13.3 µM; Phosphoethanolamine/phosphocholine phosphatase (Homo sapiens), Q8TCT1; in the data active means inhibition above about 60%
Target sequence (Q8TCT1 whole entry, looked up): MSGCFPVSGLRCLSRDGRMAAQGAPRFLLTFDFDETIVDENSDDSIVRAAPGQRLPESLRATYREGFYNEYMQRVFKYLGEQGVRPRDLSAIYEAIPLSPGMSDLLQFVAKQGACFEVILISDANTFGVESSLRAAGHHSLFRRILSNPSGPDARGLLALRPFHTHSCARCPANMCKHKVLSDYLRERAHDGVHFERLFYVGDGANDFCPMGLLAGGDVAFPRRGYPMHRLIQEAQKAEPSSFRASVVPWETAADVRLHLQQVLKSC
MEKK2 mut-MEK5: MEK5 binding signal on mutant MEKK2 PB1, primary screen, biochemical, multiplex bead flow cytometry, Alexa488-MEK5; Alexa488-MEK5 binding to MEKK2 mutant; percent response, % at 10 µM; 0.35% of 290,000 active; AID 1530, 2009; in the data active means percent response above about 24%, passing the limit was not always enough; further: inactives centre near 1; some results filed as inactive read as strong as hits; reference of the scale not given here
GalR3 antag: GalR3 antagonists in HEK293 cells, primary screen, cell-based, fluorescence readout; Galanin receptor type 3 (Homo sapiens), O60755; HEK293 GalR3-CNG cAMP membrane potential fluorescence; galR3 body fused to GalR1 C-terminus; inhibition, % at 3 µM; 0.44% of 360,000 active;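 active means inhibition above the screen-wide average plus 3 SD, cut at about 13% in these data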;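 further: forskolin and galanin both at EC90 stimulate the cells; cAMP rise reported by CNG channel membrane potential dye signal; 0% = forskolin plus galanin with DMSO and 100% = forskolin alone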
Target sequence (O60755 1-299 limits assumed): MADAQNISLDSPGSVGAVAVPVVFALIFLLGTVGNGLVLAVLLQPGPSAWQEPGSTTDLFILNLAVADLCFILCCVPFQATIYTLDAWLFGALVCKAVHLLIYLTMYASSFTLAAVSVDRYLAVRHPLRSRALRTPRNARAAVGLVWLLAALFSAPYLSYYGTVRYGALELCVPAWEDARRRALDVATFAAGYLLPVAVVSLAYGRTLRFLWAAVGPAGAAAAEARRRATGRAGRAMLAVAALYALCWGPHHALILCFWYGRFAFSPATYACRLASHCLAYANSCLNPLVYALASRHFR
MEKK3 PB1 HTS: modulators of MEKK3-MEK5 PB1 binding, primary screen, biochemical, wildtype MEKK3, multiplex bead flow cytometry, Alexa488-MEK5. 1.4% of 290,000 active. binding response (% of control), % at 10 µM. AID 1529, 2009. bead-based flow cytometry, Alexa488-MEK5 binding to MEKK3; actives lie on both sides; 0 = blocked by unlabeled MEK5, 100 = vehicle;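 active means binding response more than 3 SD above or below the average of its plate-row segment, actives on both sides; inconclusive means wells at one plate position flagged as instrument error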;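 further: Alexa488 bead fluorescence after subtracting the streptavidin-only scavenger bead signal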
V1R ag counter: agonists of human V1a receptor, primary screen, counter-screen for OXTR agonist project, fluorescence, CHO-V1R cells. activation, % at 3 µM. AID 2797, 2010. Vasopressin V1a receptor (Homo sapiens), P37288. Fluo-8 calcium fluorescence, agonist mode; 0% DMSO, 100% 3 nM vasopressin. 0.25% of 320,000 active;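 active means activation above the mean activation of all tested compounds plus 3 SD, per screening run, cut at about 20% in these data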;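 further: signal is peak over basal fluorescence ratio across a 100 second FLIPR read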
NALP1 yeast inh: NALP1 inflammasome inhibitors in reconstituted yeast, colorimetric, S. cerevisiae, triplicate retest | S. cerevisiae NALP1/ASC/caspase-1 growth, X-gal OD620, 72 h | inhibition, % at 10 µM | 0.61% of 280,000 active | AID 2071, 2009; in the data active means inhibition mostly above about 24%, no sharp cut-off; inactive means mostly below about 32%; further: some compounds called inactive have numbers as strong as hits
Starred values were filed as active, the others as inactive; ? = inconclusive; nt = not tested or not shown; [ ] = remark or other dose.

SMILES	MEKK2wt PB1 HTS	OXTR agonist	GPR7 antagonist	PHOSPHO1 block	MEKK2 mut-MEK5	GalR3 antag	MEKK3 PB1 HTS	V1R ag counter	NALP1 yeast inh
CC(SC1CCCC1)C(=O)NC(C)(C#N)C(C)C (configuration not stated)	99	-0.4	-7	9	0	-3	98	-0.2	2
CCCCC(=O)Nc1nnnn1CCC	101	-0.9	-2	-3	-2	4	93	0.4	21
COc1ccc(-c2nc(CS(=O)(=O)CC(=O)NCc3ccc(F)cc3)c(C)o2)cc1	105	1.1	0	12	4	-1	103	4.6	20
COc1cc(-c2nnc(-c3ccc(N4CCOCC4)cc3)o2)cc(OC)c1OC	106	0.4	1	37	8	-5	107	-0.5	-4
COc1ccccc1NC(=O)CSc1nnc(COc2ccc(Cl)cc2)o1	96	2.4	-10	46	-1	-5	99	3.9	4
COc1ccc(S(=O)(=O)N2CCOC2CNC(=O)C(=O)NCc2ccco2)cc1C (configuration not stated)	102	0.0	-7	-1	6	-3	100	-1.6	nt
Cc1cccc(C(=O)Nc2ccc(NC(=O)c3ccccc3)cc2)c1	97	-1.7	-7	3	0	-2	99	-1.1	31
O=C(Nc1cccc2ccccc12)N1CCN(c2ccccc2)CC1	103	-0.1	-8	-40	-5	-3	99	0.5	10
COc1ccc(/C=N/NC(=O)c2ccc(N)cc2)cc1Cn1cc([N+](=O)[O-])cn1	85	0.1	18	-13	-10	-4	83	0.0	0
CCOc1ccc(N(CC(=O)NC2CCCC2)C(=O)CSc2nnc(COc3ccccc3)o2)cc1	96	0.9	14	14	2	-8	100	1.3	2
C/C(=N\NC(=S)Nc1cccc(C)c1)c1cc2ccccc2o1	?	-1.7	-7	-183	-49	2	?	5.0	0
CCc1cc(C(=O)N2CCCC(CO)(Cc3ccc(F)cc3)C2)n(C)n1 (configuration not stated)	103	2.2	-12	10	1	-7	101	1.8	24
O=C(O)c1cccc(N/N=C/c2cccnc2)c1	92	nt	-1	-31	-5	-6	102	nt	-6
Nc1nc(-c2nc3ccccc3[nH]2)cs1	99	-0.2	-2	29	1	-3	106	0.6	-9
COc1ccc(CCNC(=O)[C@@H](NC(=O)N2CC(=O)Nc3ccccc32)C(C)C)cc1OC	106	-0.8	-3	22	5	6	101	-0.6	1
O=C(CC1(O)C(=O)N(Cc2cccc3ccccc23)c2ccccc21)c1cccnc1 (configuration not stated)	87	2.0	-6	17	-5	-4	92	4.6	-12
CCC(CO)NC(=O)c1ccccc1C(F)(F)F (configuration not stated)	85	0.6	3	37	-11	-5	88	0.0	10
CCOC(=O)N1CCN(C(=O)c2cn(CC(C)C)c(=O)c3c2c2ccccc2n3C)CC1	99	-0.8	0	21	1	-4	101	0.2	20
CCCCN1C(=O)C(O)(c2ccccc2)c2cc(Br)ccc21 (configuration not stated)	100	-1.6	-17	18	4	-11	102	-0.6	2
O=C(N/N=C/c1ccc(OC(F)F)cc1)c1cc[n+]([O-])cc1	104	-0.5	-13	12	6	-8	98	0.6	-2
CS(=O)(=O)c1ccc(Cl)c(NC(=O)Nc2ccccc2)c1	88	0.7	4	11	-12	-5	92	0.2	23
COc1ccc(OC)c(C2c3[nH]c4ccccc4c3C[C@H]3C(=O)N(C4CC4)CC(=O)N23)c1 (some centres not stated)	103	-0.9	3	-3	-2	-9	101	2.4	5
C/C=C(/C)C(=O)O[C@@H]1c2c(ccc3ccc(=O)oc23)O[C@@H]1C(C)(C)OC(=O)/C(C)=C\C	104	-2.0	-16	4	-2	-5	114	1.5	29
CC(C)(C)OC(=O)CNC(=O)c1[nH]cnc1C(=O)NC1CCN(C(=O)OC(C)(C)C)CC1	94	-0.3	-18	-24	-5	-2	99	0.5	-6
CC1=NN(c2ccc(N)cc2)C(=O)C1	101	-0.5	12	58	1	-4	100	0.0	-3
Cc1nn(CC(=O)NCC2CCCO2)c(C)c1[N+](=O)[O-] (configuration not stated)	97	0.1	-9	15	-2	1	100	-0.2	0
CCCC(=O)NCCSC	101	0.0	6	9	7	-2	105	0.3	8
Cc1cc(C)cc(NC(=O)c2cc(S(=O)(=O)NCc3ccco3)ccc2F)c1	103	-0.6	-6	14	2	-4	104	0.3	-6
CCOc1cccc(-c2c(C(=O)N/N=C/c3sccc3C)nnn2-c2nonc2N)c1	105	2.3	-7	33	3	0	106	1.1	-18
CCOc1cc(-c2cc(-c3ccc(N)cc3)nc(N)c2C#N)ccc1O	99	-0.3	-5	-21	-11	-1	97	1.0	-40
O=C(CSCC(=O)OCC(=O)c1ccc(Br)cc1)Nc1cccc2ccccc12	98	1.1	2	-17	0	2	104	1.9	27
CCC(=O)c1ccc(O)c(CC=C(C)C)c1	119	-2.4	-3	18	18	-5	114	-1.6	20
CN(CCC#N)C(=O)COC(=O)c1ccc(Cl)c(S(=O)(=O)N(C)c2ccccc2)c1	91	0.8	-1	44	-5	-4	90	2.2	12
CCOC(=O)c1cn2nc(Oc3ccc(OC)cc3)ccc2n1	96	0.6	-10	22	-27	1	91	0.6	nt
COc1ccc(C(O)(c2ccccc2OC)C(CN2CCOCC2)c2ccccc2)cc1 (configuration not stated)	102	-2.3	-4	-5	2	-2	100	-1.0	-11
COc1ccc(C2=NN(C(=O)CCC(=O)O)C(c3cccs3)C2)cc1 (configuration not stated)	97	0.0	8	5	-4	-5	101	-1.3	15
COc1ccc2c(c1OC)C(=O)N1C2SC(C)(C)[C@H]1C(=O)NCCCOC(C)C (some centres not stated)	104	-1.4	-5	11	4	-6	107	0.6	17
O=C(c1cc(-c2ccc3c(c2)OCO3)on1)N1CCN(c2ccccc2)CC1	100	-0.4	-9	24	4	-7	100	0.7	-1
CC/C(C)=N/N1C(=O)c2ccccc2NC1(C)CC (configuration not stated)	97	-0.6	1	30	-5	-4	97	0.3	16
Cc1cccc(N2CCN(C(=O)c3cc(S(=O)(=O)N(C)C)ccc3N3CCCC3)CC2)c1C	nt	-2.1	11	-18	nt	-7	nt	-1.6	-18
COC(=O)c1cc(NS(=O)(=O)c2ccc(C)c3ccccc23)ccc1N1CCOCC1	90	-0.7	-15	32	-8	2	94	-0.8	nt
COc1cccc(-n2c(SCC(=O)N3CCc4ccccc43)nnc2-c2c[nH]c3ccccc23)c1	96	0.6	-3	14	6	nt	110	-0.1	33
CCOc1ccc(N(CC(=O)NCc2cccs2)S(=O)(=O)c2c(C)noc2C)cc1	104	-2.0	-1	-1	4	-3	105	-1.6	3
COC(=O)C[C@H]1c2cc(F)ccc2S(=O)(=O)N1Cc1ccccc1	101	-1.0	nt	nt	-1	3	96	0.3	nt
CCCCOC(=O)c1ccc(NC(=O)CSc2nncn2C)cc1	110	-1.3	-9	29	15	4	108	0.4	16
N#Cc1ccc(OCC(=O)NCC(c2cccs2)N2CCOCC2)cc1 (configuration not stated)	98	1.0	-5	53	2	2	94	0.7	4
Clc1ccccc1Cn1nnc2c(Nc3ccccc3)ncnc21	102	1.2	14	-2	6	nt	100	2.4	-6
CCOC(=O)c1[nH]cnc1C(=O)Nc1cccc(N)n1	98	0.6	nt	34	2	-1	99	0.6	12
COc1ccc(NC2CCCN(C(=O)c3cccc(C)n3)C2)cc1OC (configuration not stated)	99	1.2	-2	5	0	5	101	0.4	8
O=C(COc1ccc(S(=O)(=O)N2CCOCC2)cc1)NCc1ccccc1	109	-0.6	0	18	5	-3	103	0.8	-6
Nc1ccc(C23CC4CC(CC(C4)C2)C3)cc1	53	1.1	-13	36	-16	5	41*[inhibitor]	0.3	12
Cc1ccc(C(=O)N2CCCC(CCC(=O)NCc3ccccc3F)C2)cn1 (configuration not stated)	103	1.0	-11	8	2	-1	101	0.7	17
COc1ccccc1NC(=O)Nc1ccc(C(N)=O)cc1	79	0.0	1	42	-20	-5	80	0.3	28
NC(=O)CN(c1ccc(Oc2ccccc2)cc1)S(=O)(=O)c1ccccc1	95	1.5	-17	18	-1	0	103	5.5	11
Cc1ccc(CN2CCC(Oc3cccc(C(=O)N(C)CCN(C)C)c3)CC2)cc1C	123	-0.3	14	19	6	-11	101	0.0	33
O=C(Nc1sc2c(c1C(=O)O)CCCC2)c1cccc(Cl)c1	106	nt	-13	18	0	-10	102	nt	17
Cc1ccc(S(=O)(=O)N2CCN(CC(=O)N/N=C/c3ccccc3OCC(=O)O)CC2)cc1	101	0.3	-10	37	4	8	106	0.5	nt
Cc1ccc2nc(C(F)C(F)(F)F)[nH]c2c1 (configuration not stated)	96	-1.1	1	13	-4	-5	99	-0.5	7
Cn1c(=O)cc(OCC(=O)N2CCC(N3CCCCC3)CC2)c2ccccc21	105	0.2	-12	-5	-1	nt	101	-0.3	-7
OCCC1CN(Cc2ccc3nonc3c2)CCN1Cc1ccsc1 (configuration not stated)	96	0.4	1	57	-8	-7	99	1.4	-11

One compound at a time, as listed above:
CCOc1ccc(N(CC(=O)NCc2cccs2)S(=O)(=O)c2c(C)noc2C)cc1 is entered as MEKK2wt PB1 HTS = 104; OXTR agonist = -2.0; GPR7 antagonist = -1; PHOSPHO1 block = -1; MEKK2 mut-MEK5 = 4; GalR3 antag = -3; MEKK3 PB1 HTS = 105; V1R ag counter = -1.6; NALP1 yeast inh = 3
Cc1ccc(S(=O)(=O)N2CCN(CC(=O)N/N=C/c3ccccc3OCC(=O)O)CC2)cc1 is entered as MEKK2wt PB1 HTS = 101; OXTR agonist = 0.3; GPR7 antagonist = -10; PHOSPHO1 block = 37; MEKK2 mut-MEK5 = 4; GalR3 antag = 8; MEKK3 PB1 HTS = 106; V1R ag counter = 0.5; NALP1 yeast inh = nt

(continued)
SMILES	MEKK2wt PB1 HTS	OXTR agonist	GPR7 antagonist	PHOSPHO1 block	MEKK2 mut-MEK5	GalR3 antag	MEKK3 PB1 HTS	V1R ag counter	NALP1 yeast inh
Cc1ccc2sc(=O)[nH]c2c1	95	-0.5	-17	29	-3	-5	98	0.7	4
CCOC(=O)c1nn(-c2ccc(Cl)cc2Cl)c(=N)c(C#N)c1C	83	7.8	-12	10	1	nt	92	6.3	nt
COC(=O)C1CCCCN1C(=O)c1ccc2oc(Cc3ccccc3)nc2c1 (configuration not stated)	101	nt	-15	26	2	-1	100	nt	7
CCc1nc(N2CCN(C(=O)CCl)CC2)c2c3c(sc2n1)CC(C)CC3 (configuration not stated)	153*	-1.8	22	17	39*	-8	111	-0.6	40*
O=C(NC(=S)Nc1nc2c(s1)CCCC2)c1ccccc1	108	0.6	0	-19	3	-3	109	-0.1	7
CCc1ccc(CN2CCCC(CNC(=O)c3cccc(OC)c3OC)C2)cc1 (configuration not stated)	113	0.2	3	-19	2	-9	106	3.4	16
Cc1ccc(NC2(C#N)C(=O)Nc3ccccc32)cc1 (configuration not stated)	nt	3.2	-2	-11	nt	1	nt	0.5	50
Cc1nnc(N2CCCCC2)c2ccccc12	91	-2.3	1	0	-6	-2	95	-1.6	13
CCOC(=O)C1CCCN(c2c(N3CCC(N4CCCCC4)CC3)c(=O)c2=O)C1 (configuration not stated)	100	0.7	4	9	5	3	98	0.6	-6
